Screening data: PubChem, National Center for Advancing Translational Sciences (NCATS)
DNA Pol III inh: inhibitors of bacterial DNA polymerase III holoenzyme | reconstituted DNA polymerase III holoenzyme replication, biochemical | Potency, µM (doses to about 57.1 µM), inactives show top-dose activity change, negative = inhibition | 0.25% of 71,000 active; also: potency is read from the fitted curve at half-maximal effect; % is scaled to controls: 0 for no effect and ±100 for the full control effect
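Reconstituted *E. coli* holoenzyme (0.35 nM Pol III, 1 nM beta, 154 nM SSB, 2 nM primase) was preincubated with compound for 15 min at RT. Synthesis on 1.4 nM ssM13Gori ran 35 min, then was stopped with PicoGreen/EDTA and read as dsDNA fluorescence.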
HBB splicing: alters splicing of the hemoglobin beta chain. HBB splicing reporter cell assay, activation; EGFP reporter with mutant IVS2-654 intron; response scale: normalised to 500 nM splice-correcting PNA. Potency, µM (doses to about 46.1 µM), without a hit: at the highest dose activation, actives largely listed as activators. 0.06% of 65,000 active; also: potency is read from the fitted curve at half-maximal effect; 0% is about no effect
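HeLa cells stably expressing EGFP interrupted by mutant beta-globin intron 2 (IVS2-654), 500/well in 2% FCS. Treated with compound for 2 days at 37C. Splicing correction scored as total well GFP intensity (488 nm excitation, 500-520 nm emission); 500 nM antisense PNA served as control.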
Hsp90 Hop PPI: changes Hsp90-Hop TPR2A binding signal, up or down. AlphaScreen TPR2A-His6 binding biotin-Hsp90 C-terminal peptide. Potency, µM (highest dose often 57 µM), for inactives: top-dose activity change, negative = inhibition. 0.44% of 71,000 active. AID 595; active = well fitted curve in either direction with a large enough effect; inconclusive = small, poorly fitted or top-dose-only effect, or another doubt; also: potency is read from the fitted curve at half-maximal effect; % is scaled to controls: 0 for no effect and ±100 for the full control effect; many of its hits are not listed in these tables
4MU fluor: compounds fluorescent in 4-MU spectral region. max dye-equivalent concentration, M. compound autofluorescence, 340/450 nm, 4-MU equivalents; hits give high values. 11% of 59,000 active; in the data active = max dye-equivalent concentration above about 10 nM; inconclusive = mostly about 1.1 nM to 9.6 nM
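Compounds in 100 mM Tris, pH 8.0, sat 15 min at room temperature before fluorescence was read at 340 nm excitation/450 nm emission; a per-plate six-point 4-MU standard curve converted signals to dye-equivalent concentration at each compound concentration.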
Epigenetic mod: epigenetic GFP locus derepression in mouse cells | Potency, µM (top dose mostly 46.1 µM), without a hit: at the top dose GFP derepression (activation) | 0.09% of 68,000 active | mouse C127i GFP locus derepression, cytometry, 30 h; also: % of control where 0% means no effect
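Read-out is the number of GFP-positive cells, scored as fluorescent objects 20 to 120 um wide, reflecting derepression of a silenced CMV-GFP reporter in murine C127i cells after 30 h compound exposure at 37 C.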
15-hLO inh: 15-hLO (ALOX15) enzyme inhibition | purified 15hLO-1, xylenol orange hydroperoxide absorbance | AID 887 | Potency, µM (top dose mostly 57.1 µM), inactives show at the top dose activity change, negative = inhibition, hits mostly inhibitors | P16050 | 1.4% of 74,000 active; also: potency is read from the fitted curve at half-maximal effect; % is scaled to controls: 0 for no effect and ±100 for the full control effect; nearly all actives have a fitted effect of over 55% in size
Target sequence (P16050 whole entry, looked up): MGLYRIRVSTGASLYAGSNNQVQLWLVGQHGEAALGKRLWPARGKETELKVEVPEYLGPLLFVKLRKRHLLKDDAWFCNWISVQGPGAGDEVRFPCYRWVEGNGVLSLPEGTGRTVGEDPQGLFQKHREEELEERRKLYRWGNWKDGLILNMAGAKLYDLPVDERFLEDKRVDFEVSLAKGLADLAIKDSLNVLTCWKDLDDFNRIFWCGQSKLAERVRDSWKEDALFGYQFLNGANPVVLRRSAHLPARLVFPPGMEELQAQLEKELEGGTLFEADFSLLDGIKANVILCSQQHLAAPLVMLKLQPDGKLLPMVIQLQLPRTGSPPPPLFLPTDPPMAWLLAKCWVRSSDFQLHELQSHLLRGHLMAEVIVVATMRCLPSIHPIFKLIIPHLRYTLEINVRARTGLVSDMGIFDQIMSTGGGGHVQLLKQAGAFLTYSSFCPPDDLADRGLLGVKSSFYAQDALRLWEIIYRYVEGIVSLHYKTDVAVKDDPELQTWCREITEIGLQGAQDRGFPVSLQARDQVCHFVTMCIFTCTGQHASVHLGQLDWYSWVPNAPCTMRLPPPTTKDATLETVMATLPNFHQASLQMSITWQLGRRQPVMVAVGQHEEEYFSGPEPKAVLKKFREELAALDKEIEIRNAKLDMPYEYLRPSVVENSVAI
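Purified human 15hLO-1 (40 nM final) in 25 mM Hepes pH 7.5, 0.01% Triton X-100 was preincubated with compound 15 min at room temperature, then reacted 6 min with 50 uM arachidonic acid; hydroperoxide detected by Fe-XO, 573/405 nm absorbance ratio.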
Fluorescein fluor: compound autofluorescence in fluorescein spectral region. AID 593. Compound autofluorescence, 480/540 nm, fluorescein-equivalent; hits give high values. max fluorescein-equivalent concentration, M. 0.91% of 59,000 active; in the data active = max fluorescein-equivalent concentration above about 10 nM; inconclusive = between about 1.1 nM and that limit
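Tris 100 mM pH 8.0; 15 min RT; CCD read, ex 480/em 540 nm. Output: fluorescein-equivalent concentration per compound concentration, from six-point dye series on each plate.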
Ub-GFP proteasome: inhibits proteasome, raising ubiquitin-GFP reporter fluorescence. 67,000 tested, under 10 active. Ubiquitin-GFP reporter cells, proteasome inhibition, GFP fluorescence; response scale: untreated = 0%, 10 µM MG-132 = 100%. Potency, µM (highest dose often 45.9 µM), for inactives: at the top dose activation (GFP accumulation), usual class: activators; active = well fitted activation curve with a large enough effect, not every such curve was filed as active; inconclusive = small, poorly fitted or top-dose-only effect, or another doubt; inactive = no such curve, though single readings can be large or run the other way; also: potency is read from the fitted curve at half-maximal effect
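Reporter cells (U2OS, ubiquitin-G76V-GFP fusion) are plated overnight, then treated 4 hr at 37 °C with compound titrations from 46 uM down to 2.9 nM. Activity is scaled against untreated cells and 10 uM MG-132.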
Rhodamine fluor: compound fluoresces in the rhodamine spectral region; Rhodamine-region fluorescence, 547/598 nm, Tris buffer; hits give high values; max dye-equivalent concentration, M; 0.05% of 59,000 active; AID 594; in the data active = max dye-equivalent concentration above about 11 nM; inconclusive = between about 1.1 nM and that limit
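A six-point rhodamine series on each plate calibrates the signal. Compounds sit in 100 mM Tris (pH 8.0) for 15 min at ambient temperature before imaging through 547 nm/598 nm filters.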
Texas Red fluor: compound fluoresces in the Texas Red spectral region; 0.06% of 59,000 active; max dye-equivalent concentration, M; AID 587; Compound fluorescence, Texas Red channel, 547/618 nm; hits give high values; in the data active = max dye-equivalent concentration above about 10 nM; inconclusive = between about 1.1 nM and that limit
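Compound fluorescence was read after 15 min at room temperature in 100 mM Tris, pH 8.0, using 547 nm excitation and 618 nm emission across a concentration series. It was expressed as Texas Red dye-equivalent concentration from an on-plate standard curve.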
HADH2 inhib: blocks human hydroxyacyl-CoA dehydrogenase type II | Potency, µM (doses to about 57.1 µM), without a hit: at the highest dose activity change, negative = inhibition, actives largely listed as inhibitors | Q99714 | AID 886 | recombinant HADH2, NADH fluorescence, beta-hydroxybutyryl-CoA | 3.4% of 73,000 active; also: potency is read from the fitted curve at half-maximal effect; % is scaled to controls: 0 for no effect and ±100 for the full control effect; nearly all actives have a fitted effect of over 60% in size; many of its hits are not listed in these tables
Target sequence (Q99714 whole entry, looked up, one chain of several): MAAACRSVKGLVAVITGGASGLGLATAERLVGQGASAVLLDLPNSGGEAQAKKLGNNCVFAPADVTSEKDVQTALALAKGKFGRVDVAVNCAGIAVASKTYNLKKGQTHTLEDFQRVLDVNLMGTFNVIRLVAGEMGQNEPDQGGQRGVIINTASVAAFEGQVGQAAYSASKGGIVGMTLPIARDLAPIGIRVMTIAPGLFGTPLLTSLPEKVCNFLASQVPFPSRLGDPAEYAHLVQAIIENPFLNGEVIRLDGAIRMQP
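E. coli-expressed His-tagged HADH2 tested at 20 nM in alkaline Tris buffer (pH 9.0); oxidation of 90 uM beta-hydroxybutyryl-CoA with 1 mM NAD+ tracked fluorimetrically for 4 min.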
* = called active by the depositor; i = inactive; u = inconclusive; x = not tested or not shown; [ ] = another dose, or the depositor's remark. Unless noted, calls follow the shape of the dose curve; as a rule, active = well fitted curve in the direction sought with a large enough effect; inconclusive = small, poorly fitted or top-dose-only effect, or another doubt; inactive = no such curve, though single readings can be large; an effect the other way counts as inactive or inconclusive. Only part of the results is shown, so the mix of outcomes need not match the whole.

entry	Compound	DNA Pol III inh	HBB splicing	Hsp90 Hop PPI	4MU fluor	Epigenetic mod	15-hLO inh
1	CN(c1ccccc1C(=O)NCC1CCCO1)S(C)(=O)=O (stereo unspecified)	-6%	1.0%	1%	i	2%	2%
2	COc1ccc(-n2cnnc2SCC(=O)N(C)C2CCS(=O)(=O)C2)cc1 (stereo unspecified)	-1%	1.5%[57.5 µM]	1%	i	-2%	2%
3	CC1=C(CC(=O)O)c2cc(F)ccc2/C1=C\c1ccc(S(C)=O)cc1 (stereo unspecified)	-6%	2.5%[20.6 µM]	2%	i	2%	6%[25.6 µM]
4	CCOC(=O)C1CCCN(c2c(NCCCN(CC)c3ccccc3)c(=O)c2=O)C1 (stereo unspecified)	-8%	-2.6%	u	i	0%	5%
5	O=CN[C@@H](Cc1cnc[nH]1)C(=O)O	-3%[11.4 µM]	2.5%[9.22 µM]	1%[11 µM]	i	0%[9.22 µM]	9%[11.4 µM]
6	CCOc1ccccc1NC(=O)N1CCCC(c2nc3c(nnn3Cc3ccc(C)cc3)c(=O)[nH]2)C1 (stereo unspecified)	-4%	-0.1%[57.5 µM]	-4%	i	0%	-16%
7	COc1ccc(C2C=C(c3ccc(C)c(C)c3)Nc3ncnn32)c(OC)c1OC (stereo unspecified)	-2%	-1.4%	-6%	x	-3%	u
8	Cc1cc2n(n1)C(c1cn(-c3ccccc3)nc1C)Nc1ccccc1-2 (stereo unspecified)	-1%	-2.0%	-3%	2.2e-07M*	-2%	-3%
9	Cc1ccc(N2CC(C(=O)NCCc3ccc(S(N)(=O)=O)cc3)CC2=O)cc1 (stereo unspecified)	3%	-1.2%	0%	i	-3%	1%
10	CCOC(=O)c1c(-c2cccs2)csc1NC(=O)c1ccncc1	x	x	x	4.9e-08M*	-4%[20.6 µM]	x
11	Cc1cc(C)n(-c2nc3c(c(=O)n(C)c(=O)n3C)n2Cc2cccc(Br)c2)n1	-2%	-0.9%[1.84 µM]	2%	i	0%	0%
12	Cc1c(C)n(C(=O)CN2CCN(c3ccccn3)CC2)c2ccccc12	-6%	-1.5%	-6%	i	-2%	-10%
13	Cn1c(CSCc2ccccc2Cl)nnc1SCC(=O)Nc1nccs1	-1%	3.9%	-3%	i	3%	0%
14	CCCCOc1ccccc1NC(=O)c1ccc(=O)[nH]c1	1%	-0.9%	-3%	i	2%	3%
15	Cc1[nH]c2c(C)cccc2c(=O)c1Br	-4%	3.7%[0.369 µM]	-3%	i	7%	10%

entry	Fluorescein fluor	Ub-GFP proteasome	Rhodamine fluor	Texas Red fluor	HADH2 inhib
1	u	12%	i	u	-2%
2	i	-1%	i	i	-21%
3	u	4%	i	u	-2%
4	i	-7%	i	i	-10%
5	u	3%[9.17 µM]	i	i	1%[11.4 µM]
6	i	-8%	i	i	13%
7	x	-3%	x	x	u
8	i	3%	i	u	4%
9	i	-1%	i	i	-3%
10	i	x	i	i	x
11	i	-4%	i	u	5%
12	i	1%	i	i	11%
13	i	4%	i	i	2%
14	i	1%	i	u	2%
15	i	-3%	i	i	205%[activator]

entry	Compound	DNA Pol III inh	HBB splicing	Hsp90 Hop PPI	4MU fluor	Epigenetic mod	15-hLO inh
16	COc1ccc(OC)c(S(=O)(=O)Nc2ccc(C(N)=O)cc2)c1	-8%	-0.9%	-3%	i	0%	3%
17	O=C(Cn1cnc2c(nnn2-c2ccccc2)c1=O)NCc1ccco1	-5%	0.1%	0%	x	x	-15%
18	Cc1cc(C)c2cc(CN(CCN3CCCC3)C(=O)Nc3ccc(F)cc3)c(=O)[nH]c2c1	1%	-0.1%[57.5 µM]	-7%	i	-2%	-29%
19	COC(=O)c1ccc(OC(=O)C2CC(=O)N(c3ccc(C)cc3C)C2)cc1 (stereo unspecified)	-1%	-0.6%	-4%	i	0%	-1%
20	O=C(CSc1nnc(-c2cccs2)n1-c1ccccc1)NCc1ccco1	-6%	-0.8%	-3%	u	0%	4%
21	O=C1CSC(=O)N1CCOCCN1C(=O)CSC1=O	-1%	1.7%[0.369 µM]	0%	i	-2%	3%
22	Cc1[nH]n2c(=O)c3c(nc2c1-c1ccc(Cl)cc1)CCC3	-7%	x	-1%	i	0%	12%
23	COc1ccc(CNc2nc(-c3c(C)noc3C)nc3ccccc23)c(OC)c1	-4%	-0.1%	4%	i	-1%[9.22 µM]	-30%
24	CN(Cc1ccccc1)C(=O)N[C@@H](Cc1ccccc1)C(=O)O	3%	-1.6%[57.5 µM]	1%	i	0%	3%
25	Nc1ncnc2c1nc(Br)n2[C@@H]1O[C@H]2COP(=O)(O)O[C@@H]2[C@H]1O	-3%	0.5%	-1%	2.6e-08M*	-2%	7%
26	CCN1CCN(CCCNC(=O)c2cn(CCOC)c(=O)c3c2c2ccccc2n3C)CC1	-6%	-4.9%	1%	6.5e-07M*	0%	5%
27	Cc1ccc(-n2ncc3c2ncn2nc(-c4ccco4)nc32)c(C)c1	0%	5.6%[0.369 µM]	-9%	u	0%	-4%
28	COc1ccc(-n2c(=O)[nH]cc(C(=O)N3CCCc4ccccc43)c2=O)cc1	6%	-1.6%	-6%	u	2%	-2%
29	CN1C(=O)N2CN(C3CCCCC3)CN3C(=O)N(C)C1C23 (stereo unspecified)	1%[11.4 µM]	-0.1%[0.0738 µM]	-3%[11 µM]	x	-3%	4%[11.4 µM]
30	Cc1ccc(-c2nc3cc(NC(=O)C(C)C)ccc3o2)cc1	-1%	-1.1%[9.22 µM]	u	x	-2%	-3%

entry	Fluorescein fluor	Ub-GFP proteasome	Rhodamine fluor	Texas Red fluor	HADH2 inhib
16	i	-5%	i	i	-2%
17	x	-4%	x	x	4%
18	u	-2%	i	i	5%
19	u	-5%	i	i	-21%
20	i	4%	i	i	4%
21	i	x	i	i	9%
22	i	-3%	i	i	-22%
23	i	-10%	i	u	2%
24	u	1%	i	i	10%
25	i	-8%	i	i	-9%
26	i	3%	i	i	u
27	i	-2%	i	i	14%
28	i	-1%	i	i	-3%
29	x	-19%[9.17 µM]	x	x	2%[11.4 µM]
30	x	4%	x	x	35%[activator]

entry	Compound	DNA Pol III inh	HBB splicing	Hsp90 Hop PPI	4MU fluor	Epigenetic mod	15-hLO inh
31	Cc1ccccc1OCc1nc2ccccc2c(=O)n1NC(=O)c1ccco1	x	x	x	i	-6%[20.6 µM]	x
32	COc1ccccc1-c1c(C)c(C)nc(N)c1C#N	-7%	x	-1%	2.5e-08M*	2%	5%
33	CCOC(=O)CSc1nnc(CNC(=O)c2cccs2)n1-c1ccccc1	2%	-1.5%	0%	i	-1%	3%
34	Nn1c(SCC(=O)NC2CCCc3ccccc32)nnc1-c1cccs1 (stereo unspecified)	-6%	-0.3%[57.5 µM]	-1%	i	1%	5%
35	CCN1CCN(c2nc(-c3cccnc3)nc3ccccc23)CC1	-12%	x	-2%	i	2%	2%
36	CN1CCN([C@@H](c2ccccc2)c2ccc(Cl)cc2)CC1	-9%[25.6 µM]	-0.8%[20.6 µM]	-5%[26 µM]	i	3%[20.6 µM]	-4%[25.6 µM]
37	Cc1cc(C)n2nc(SCC(=O)N(C)Cc3ccccc3)nc2n1	-2%	-0.2%[57.5 µM]	4%	i	0%	3%
38	CCOC(=O)c1ccccc1NC(=O)c1cc2sccc2n1C	-4%	x	11%	7.4e-08M*	0%	0%

entry	Fluorescein fluor	Ub-GFP proteasome	Rhodamine fluor	Texas Red fluor	HADH2 inhib
31	u	x	i	i	x
32	i	0%	i	i	-15%
33	u	16%	i	i	0%
34	u	1%	i	u	4%
35	i	-2%	i	i	-5%
36	u	-6%[20.5 µM]	i	i	1%[25.6 µM]
37	i	5%	i	i	6%
38	i	2%	i	u	25µM*
